# Source: PubChem BioAssay
# Mtb RmlCD inh: inhibitors of Mycobacterium tuberculosis RmlC and RmlD coupled enzymes | hit rate 0.03% among 160,000 | RmlC+RmlD coupled enzyme assay, percent inhibition; primary screen in compound mixtures | inhibition, % at 3.6 µM | P9WH09+P9WH11 | AID 1533; in the data active means inhibition mostly above about 34%, no sharp cut-off; inconclusive means no clear call, values can overlap the other calls; inactive means mostly below about 22%; further: some results filed as inactive read as strong as hits
# GlmU inhibition: inhibition of mycobacterial GlmU enzyme – biochemical, glucosamine-1-phosphate acetyltransferase (AID 1376). M. tuberculosis GlmU acetyltransferase enzyme assay; higher % means a stronger effect. inhibition, %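 (tested at 30 µM in the primary screen)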; hits with a dose series show IC50 in µM. hit rate 0.25% among 220,000; in the data active means inhibition above about 13%; inconclusive means no clear call, values can overlap the other calls;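 further: 0% = complete reaction with vehicle and 100% = reaction without substrate; strong numbers were not always called active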
# * marks the source's active call; other numbers are inactive results; ? = inconclusive; . = not tested or not shown.
no.	SMILES	Mtb RmlCD inh	GlmU inhibition
1	Nc1cccnc1Oc1ccccc1F	-7.0	-1.6%
2	CCc1c(C)c(C#N)c2nc3ccccc3n2c1NCCN(C)C	-9.5	2.9%
3	CCN1CCn2c1nc(N1CCCCC1)nc2=O	54.0	-0.5%
4	CC1=Nc2cc(C(=O)O)ccc2Sc2c(C)ccc(C)c21	?	2.5%
5	N#CCSc1nc2c(sc(=S)n2Cc2ccco2)c(=O)n1-c1ccc(F)cc1	-6.6	1.4%
6	CCCCCC(=O)Nc1nc2ccccc2[nH]1	.	2.1%
7	OC1(c2cn(Cc3ccccc3)nn2)CCCCC1	1.1	1.9%

# Compound profiles (already shown). Order of values: Mtb RmlCD inh	GlmU inhibition
# OC1(c2cn(Cc3ccccc3)nn2)CCCCC1 reads 1.1	1.9%
# CCc1c(C)c(C#N)c2nc3ccccc3n2c1NCCN(C)C reads -9.5	2.9%

# Laid out differently: entries from further up
# The line under a structure holds: Mtb RmlCD inh | GlmU inhibition
1	Nc1cccnc1Oc1ccccc1F
  -7.0 | -1.6%
2	CCc1c(C)c(C#N)c2nc3ccccc3n2c1NCCN(C)C
  -9.5 | 2.9%

# An excerpt; count on the stated rates, not on these rows.
